Assay outcomes deposited in PubChem BioAssay by National Center for Advancing Translational Sciences (NCATS).
GCN5L2 inh = GCN5L2 (KAT2A) acetyltransferase inhibition | GCN5L2 HAT assay, ThioGlo1 CoA-SH fluorescence | 0.21% of 390,000 active | Potency, µM (titrated, usually from 58.9 µM), for the others: at the top dose activity change, negative = inhibition, usual class: inhibitors | AID 504327 | Q92830
Target sequence (Q92830 whole entry, looked up): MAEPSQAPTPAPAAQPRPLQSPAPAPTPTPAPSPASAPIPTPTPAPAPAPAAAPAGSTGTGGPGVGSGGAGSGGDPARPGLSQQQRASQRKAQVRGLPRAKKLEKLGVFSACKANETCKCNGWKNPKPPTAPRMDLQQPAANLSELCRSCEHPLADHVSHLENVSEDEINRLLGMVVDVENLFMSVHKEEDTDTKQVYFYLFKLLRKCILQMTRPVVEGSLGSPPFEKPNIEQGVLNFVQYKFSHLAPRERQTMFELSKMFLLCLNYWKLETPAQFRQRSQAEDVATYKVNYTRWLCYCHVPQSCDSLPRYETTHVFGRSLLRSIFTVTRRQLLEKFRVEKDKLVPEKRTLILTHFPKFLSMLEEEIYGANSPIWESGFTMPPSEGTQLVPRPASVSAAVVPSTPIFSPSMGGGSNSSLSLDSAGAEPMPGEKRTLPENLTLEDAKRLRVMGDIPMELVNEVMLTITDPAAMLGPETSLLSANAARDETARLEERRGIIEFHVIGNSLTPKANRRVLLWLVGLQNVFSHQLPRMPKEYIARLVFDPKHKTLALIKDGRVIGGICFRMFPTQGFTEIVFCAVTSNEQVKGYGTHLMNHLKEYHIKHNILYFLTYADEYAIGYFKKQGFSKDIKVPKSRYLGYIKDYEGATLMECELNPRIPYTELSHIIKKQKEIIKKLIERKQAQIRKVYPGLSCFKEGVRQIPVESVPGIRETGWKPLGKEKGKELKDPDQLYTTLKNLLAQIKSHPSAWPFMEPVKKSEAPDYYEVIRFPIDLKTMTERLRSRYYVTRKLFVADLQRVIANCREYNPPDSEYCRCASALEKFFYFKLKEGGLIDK
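Titration-based screen in which CoA formation is detected via maleimide probe ThioGlo1 (50uM) turning fluorescent on thiol reaction; substrates H3(1-25) 75uM and acetyl-CoA 70uM, GCN5L2 20nM, 20 min incubation at room temperature.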
TDP1 cell noCPT = qHTS for Inhibitors of human tyrosyl-DNA phosphodiesterase 1 (TDP1): qHTS in cells in absence of CPT | 15% of 420,000 active | Potency, µM (highest dose often 46.2 µM), for inactives: at the top dose activity change, negative = growth inhibition, actives largely listed as inhibitors | DT40 Tdp1-/- hTDP1 cells, no CPT, ATP luminescence, 48 h; further: nearly all actives have a fitted effect of over 55% in size
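Cells were dispensed at 400 per well, compounds added by pin tool, plates incubated ≥48 hr at 37 °C, then CellTiter-Glo added for 30 min at room temperature before luminescence reading. Line: DT40 Tdp1-/- complemented with hTDP1; camptothecin omitted.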
TDP1 cell CPT = growth inhibition of DT40 Tdp1-/-;hTDP1 cells with camptothecin (screen for TDP1 inhibitors); chicken DT40 Tdp1-/-;hTDP1 cells + 20 nM CPT, ATP luminescence, 48 h; Potency, µM (series often up to 46.2 µM), for the others: at the top dose activity change, negative = growth inhibition, most hits filed as inhibitors; 12% of 420,000 active; AID 686979; further: nearly all actives have a fitted effect of over 55% in size
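Cell growth measured by CellTiter-Glo luminescence after a minimum 48 h, 37 C compound exposure with 20 nM CPT in Tdp1-knockout DT40 cells stably expressing hTDP1, seeded 400/well; qHTS titration format.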
Active calls of the source: *; ? = inconclusive; / = no result given; [ ] = another dose, or the depositor's remark. The call rests on the fitted dose curve; in most records, active means well fitted curve in the direction sought with a large enough effect; inconclusive means small, poorly fitted or top-dose-only effect, or another doubt; inactive means no such curve, though single readings can be large; an effect the other way counts as inactive or inconclusive. On the % scale 0 is the no-effect control and ±100 the full control effect; potency means the concentration at half of the fitted maximal effect. Not all compounds are listed (hit frequency here may not be typical).

SMILES	GCN5L2 inh	TDP1 cell noCPT	TDP1 cell CPT
CCc1cc[n+](-c2nc3ccccc3nc2C(=C=[N-])C#N)cc1	20.3%	-0.5%	-6.3%
CC(C)P(=O)(c1cccc(C(=O)O)c1)C(C)C	26.2%	-7.8%	-19.0%
CN(C)c1ncc2nc(-c3cc(F)cc(F)c3)c(=O)n(C3CC3)c2n1	-28.7%	5.6%	-1.8%
COc1ccc(Cl)cc1-n1c(=S)sc2c(=O)n(-c3ccc(F)cc3)c(SCC(=O)O)nc21	-2.3%	1.5%	0.9%
COc1ccc(-c2nc(CS(=O)CC(=O)NCc3ccccc3)c(C)o2)cc1OC (centres undefined)	-5.8%	6.9%	-20.6%
O=C(c1ccco1)N1CCC2(CC1)CCN(c1ccccn1)CC2	9.7%	?	-14.2%
Cc1ccc(C(=O)Nc2c(C)cc(-c3ccc(Cl)cc3)oc2=O)cc1	-1.0%	-24.6%	-24.8%
Cc1onc(-c2ccccc2)c1C(=O)Oc1ccccc1	-3.7%	?	?
COc1cc(/C=C2/OC(=O)c3cc([N+](=O)[O-])ccc32)cc(OC)c1OC	/	-13.0%	-19.3%
O=C(Nc1cccc(Cl)c1N1CCOCC1)c1cccs1	-8.1%	-22.4%	?
O=C(O)CN=C(NS(=O)(=O)c1ccc(Cl)cc1)c1ccc(F)cc1	-10.8%	-17.1%	-0.4%
CCCCNC(=S)N1CCN(CC)CC1	-3.7%	-5.2%	-26.2%
Cc1cc(NC(=O)COC(=O)c2ccccc2NCCO)no1	-14.9%	-21.6%	-6.5%
Cc1cc(S(=O)(=O)Nc2ccc(C(=O)NCC(c3ccccc3)N(C)C)cc2)ccc1F (centres undefined)	4.3%	-10.0%	-16.7%
CC(=O)C1=C(O)C(=O)N(c2ccc(Br)cc2)C1c1cccc([N+](=O)[O-])c1 (centres undefined)	-3.1%	22.3%	-0.3%
Cc1cccc(C)c1OCC(O)Cn1ccnc1C (centres undefined)	-4.5%	?	?
CC(C)Cc1nc(N2CCN(C(=O)c3ccccc3)CC2)c(C#N)c2c1CCC2	-18.5%	?	?
COc1cccc(CC(=O)Nc2ccc(-c3csc(C)n3)cc2)c1	-4.2%	?	-20.8%
CC1CCCCN1C(=O)CSc1nc2ncccc2[nH]1 (centres undefined)	1.0%	13.5%	8.8%
CS(=O)(=O)Nc1nc2ccccc2[nH]1	-2.2%	-1.6%	-9.2%
CCOc1ccc(NC(=O)CC2C(=O)N(c3ccc(F)cc3)C(=O)N2CCc2sccc2C)cc1 (centres undefined)	-4.8%	23.1µM*	-111.3%
CCc1ccccc1NC(=O)[C@@H]1CCC(=O)N1C1OC(=O)c2ccccc21 (some centres undefined)	-23.2%	6.3%	-1.3%
Cc1ccc(N2CC(C(=O)Nc3nnc(SCC(N)=O)s3)CC2=O)cc1C (centres undefined)	?	7.1%	-16.6%
CCC(C)N(c1ccc(/C=C/c2ccnc3ccccc23)cc1)C(C)CC (centres undefined)	/	4.47µM*	7.08µM*
Cc1cc(-c2ccc([N+](=O)[O-])cc2)nc2ccccc12	-3.8%	-27.3%	1.8%
Cc1cccc(C)c1NC(=O)Nc1cccs1	-2.6%[0.501 µM]	18.4µM*	18.4µM*
Cc1nc2c(OCC(=O)c3ccc(F)cc3)cccn2c1N(C)Cc1cccs1	/	-8.1%	-22.1%
COC(=O)c1cccnc1Oc1ccccc1	-1.1%	-0.4%	-5.6%
COc1ccc(NC(=O)COc2ccc(C(=O)NCc3cccnc3)cc2OC)cc1	-1.5%	?	?
CC(Sc1nccn1C)C(=O)c1ccc(Br)cc1 (centres undefined)	-5.4%	?	-8.6%

Some entries already given with just TDP1 cell CPT and TDP1 cell noCPT.
| mol | TDP1 cell CPT | TDP1 cell noCPT |
| --- | --- | --- |
| CS(=O)(=O)Nc1nc2ccccc2[nH]1 | -9.2% | -1.6% |
| CCc1ccccc1NC(=O)[C@@H]1CCC(=O)N1C1OC(=O)c2ccccc21 (some centres undefined) | -1.3% | 6.3% |

(further entries)
SMILES	GCN5L2 inh	TDP1 cell noCPT	TDP1 cell CPT
Nc1ccccc1CCc1ccccc1N	/	-3.8%	11.1%
O=C(Cn1cc(COc2ccc(Br)cc2[N+](=O)[O-])nn1)c1ccc(O)cc1	/	2.0%	?
CCOC(=O)c1cn(CC(=O)Nc2cccc(F)c2)nn1	0.8%	-14.6%	9.0%
CC1CN(C(=O)CCC(=O)NC2CCN(Cc3ccccc3)CC2)c2ccccc2O1 (centres undefined)	-5.9%	4.2%	23.1µM*
O=C(Nc1ccc2nc(N3CCOCC3)sc2c1)c1cc2ccccc2o1	/	?	23.1µM*
Fc1ccccc1Nc1nc2ccccc2n2nnnc12	-21.1%	?	?
CN(C)S(=O)(=O)c1ccc(C(=O)N2CC(=O)Nc3ccc(F)cc3C2c2ccc(F)cc2)cc1 (centres undefined)	-1.4%	-2.7%	-1.0%
C=CCN1C(=O)C(O)(CC(=O)c2ccc(-n3cccc3)cc2)c2ccccc21 (centres undefined)	-11.3%	?	?
Cc1cc(N(CCO)CCO)nc(-n2nc(C)cc2C)n1	0.8%	-11.7%	1.2%
O=C(NCCc1ccccc1)c1ccc(CS(=O)(=O)Cc2ccc(F)cc2)o1	0.8%	-1.9%	-23.2%
CCOc1cc(NC(=S)NCc2ccco2)c(OCC)cc1NC(C)=O	-0.5%	-22.7%	-18.8%
COc1ccc(NC(=O)C(=O)NCCO)cc1Cl	1.2%	3.4%	-1.8%
Cc1ccnc(NC(=O)c2cccc(NS(=O)(=O)c3ccccc3C)c2)c1	-6.1%	-3.8%	-29.1%
O=C(NC1CCCCC1)C1CCCN(S(=O)(=O)c2ccc(Br)s2)C1 (centres undefined)	-0.8%	?	-19.0%
COc1ccc(CNC(=O)c2nccnc2CO)cc1	-2.4%	-0.6%	7.7%

20 entries from above, arranged by molar mass, rising:
SMILES	GCN5L2 inh	TDP1 cell noCPT	TDP1 cell CPT
CS(=O)(=O)Nc1nc2ccccc2[nH]1	-2.2%	-1.6%	-9.2%
COc1ccc(NC(=O)C(=O)NCCO)cc1Cl	1.2%	3.4%	-1.8%
Fc1ccccc1Nc1nc2ccccc2n2nnnc12	-21.1%	?	?
CC1CCCCN1C(=O)CSc1nc2ncccc2[nH]1 (centres undefined)	1.0%	13.5%	8.8%
Cc1cc(N(CCO)CCO)nc(-n2nc(C)cc2C)n1	0.8%	-11.7%	1.2%
CCOC(=O)c1cn(CC(=O)Nc2cccc(F)c2)nn1	0.8%	-14.6%	9.0%
Cc1cc(NC(=O)COC(=O)c2ccccc2NCCO)no1	-14.9%	-21.6%	-6.5%
O=C(Nc1cccc(Cl)c1N1CCOCC1)c1cccs1	-8.1%	-22.4%	?
O=C(c1ccco1)N1CCC2(CC1)CCN(c1ccccn1)CC2	9.7%	?	-14.2%
CN(C)c1ncc2nc(-c3cc(F)cc(F)c3)c(=O)n(C3CC3)c2n1	-28.7%	5.6%	-1.8%
COc1cc(/C=C2/OC(=O)c3cc([N+](=O)[O-])ccc32)cc(OC)c1OC	/	-13.0%	-19.3%
CCc1ccccc1NC(=O)[C@@H]1CCC(=O)N1C1OC(=O)c2ccccc21 (some centres undefined)	-23.2%	6.3%	-1.3%
O=C(O)CN=C(NS(=O)(=O)c1ccc(Cl)cc1)c1ccc(F)cc1	-10.8%	-17.1%	-0.4%
Cc1ccnc(NC(=O)c2cccc(NS(=O)(=O)c3ccccc3C)c2)c1	-6.1%	-3.8%	-29.1%
Cc1ccc(N2CC(C(=O)Nc3nnc(SCC(N)=O)s3)CC2=O)cc1C (centres undefined)	?	7.1%	-16.6%
Cc1nc2c(OCC(=O)c3ccc(F)cc3)cccn2c1N(C)Cc1cccs1	/	-8.1%	-22.1%
CC(=O)C1=C(O)C(=O)N(c2ccc(Br)cc2)C1c1cccc([N+](=O)[O-])c1 (centres undefined)	-3.1%	22.3%	-0.3%
COc1ccc(NC(=O)COc2ccc(C(=O)NCc3cccnc3)cc2OC)cc1	-1.5%	?	?
COc1ccc(-c2nc(CS(=O)CC(=O)NCc3ccccc3)c(C)o2)cc1OC (centres undefined)	-5.8%	6.9%	-20.6%
CCOc1ccc(NC(=O)CC2C(=O)N(c3ccc(F)cc3)C(=O)N2CCc2sccc2C)cc1 (centres undefined)	-4.8%	23.1µM*	-111.3%

Next structures follow.
SMILES	GCN5L2 inh	TDP1 cell noCPT	TDP1 cell CPT
COCCCn1c(SCC(=O)Nc2ccc(NC(C)=O)cc2)nc2sc3c(c2c1=O)CCC3	-0.8%	?	-23.7%
CCc1ccc(CN(Cc2ccco2)C(=O)c2cc(-c3ccc(Cl)cc3)on2)cc1	-14.8%	14.6µM*	?
O=c1nc2c(O)cccn2c2c1c(=O)[nH]c1ccccc12	?	?	?
Cn1cc(-c2csc(C(O)c3ccc(F)c(F)c3)n2)cn1 (centres undefined)	/	?	?
O=C(Nc1cccc(Cl)c1)c1ccc(OC(=S)N2CCOCC2)cc1	-1.7%	?	?
CCCCc1cc(=O)oc2cc(C)cc(OCC(=O)Nc3cccnc3)c12	-15.1%	0.3%	-21.2%
CCN(CC)S(=O)(=O)c1ccc(N2CCCC2)c(NC(=O)c2ccc(N3CCCC3=O)cc2)c1	-3.9%	?	-16.3%
COc1cc(SC#N)ccc1N=Cc1c(C)[nH]n(-c2ccc(C)cc2C)c1=O	/	14.6µM*	20.6µM*
CC(=O)NC(CCc1ccc(Cl)c(Cl)c1)c1cccc(O)c(=O)c1 (centres undefined)	/	7.31µM*	23.1µM*
CC(C)C(NC(=O)OCc1ccccc1)C(=O)N1CCOCCOCCOCC1 (centres undefined)	-6.1%	?	-23.4%
O=C(Nc1ccccc1N1CCCC1)C1CCN(C(=O)c2ccc(F)cc2)CC1	1.4%	-2.0%	5.4%
Cc1ccc(COc2ccccc2C(=S)N2CCCC2)cc1	-7.3%	20.6µM*	?
CC(Oc1ccccc1F)C(=O)NNC(=O)CCNC(=O)c1ccco1 (centres undefined)	-19.0%	9.9%	-3.1%
CC(C)Cn1cnc2c(SCc3ccccn3)nc(N)nc21	/	-17.6%	3.9%
Cc1cccc2cc(C(c3nnnn3Cc3ccccc3)N3CCN(C)CC3)c(=O)[nH]c12 (centres undefined)	-2.2%	8.3%	5.5%
COC(=O)c1ccccc1NC(=O)c1cnc2c(-c3cccc(C)c3)c(C)nn2c1C	7.6%	-8.0%	-2.2%
O=Nc1c(O)ccc2cc(S(=O)(=O)O)ccc12	/	-0.7%	-3.0%
CCCCNC(=O)CSc1nc2ccc(N3CCOCC3)cc2c(=O)n1Cc1ccc(OC)cc1	-5.8%	?	-1.1%
Cc1cc(C)c(NC(=O)CS(=O)CC(=O)N2CCN(c3cccc(C)c3C)CC2)c(C)c1 (centres undefined)	-5.8%	?	?
CCOc1ccc(-n2c(SCC(=O)NCc3ccco3)nc3ccccc3c2=O)cc1	-12.9%	?	-29.6%
CCOC(=O)N1CCN(C(=O)Nc2ccc3oc(C)nc3c2)CC1	-2.6%	-6.2%	18.5%
CCOC(=O)N1CCN(C(=O)CSc2ccc3nnc(-c4ccccn4)n3n2)CC1	-1.2%	-19.1%	10.9%
CN(C)S(=O)(=O)c1ccc(C(=O)NNC(=O)C2COc3ccccc3O2)cc1 (centres undefined)	-7.5%	24.5%	-10.0%
Cc1cc(C)cc(N(CC(=O)N2CCC(C)CC2)S(=O)(=O)c2ccccc2)c1	/	?	?
O=C(c1ccccc1)c1ccc(OCC(O)CN2CCN(Cc3ccccc3)CC2)cc1 (centres undefined)	-8.3%	23.1µM*	20.6µM*
CCS(=O)(=O)N1CCC(C(=O)OCC(=O)c2ccc(Br)cc2)CC1	/	3.2%	-12.3%
Cc1onc(-c2ccccc2Cl)c1C(=O)NCc1ccccc1	-2.9%	-10.1%	-12.7%
O=C(OCC(=O)N1CCC(Cc2ccccc2)CC1)c1ccccc1O	-3.1%	29.1µM*	?
COC(=O)/C(C#N)=C/c1c(N2CCCCCC2)nc2c(C)cccn2c1=O	-21.1%	-15.0%	?
O=C(CSCc1ccccc1)NNc1c(F)c(F)cc(F)c1F	-9.7%	-17.5%	18.5%
O=C(CCn1c(=O)oc2ccccc21)Nc1cccc([N+](=O)[O-])c1	-3.5%	-0.2%	-4.2%
CCOc1ccc(NC(=O)NNC(=O)c2ccc3ccccc3c2O)cc1	-9.7%	14.9%	-3.6%
Nc1ccccc1-c1nnc(SCC(=O)Nc2ccccc2OC(F)F)[nH]c1=O	-5.5%	-14.4%	7.6%
O=C(C[C@H]1C[C@H](C(=O)N2CCOCC2)[C@@]2(CCC3CCCC3)c3[nH]c4ccc(Cl)cc4c3CCN2C1=O)NCC12CC3CC(CC(C3)C1)C2	0.1%	20.6µM*	16.4µM*
